Compound activity: PubChem, The Scripps Research Institute Molecular Screening Center
PAFAH1B2 inh = PAFAH1B2 (human) inhibition | P68402 | inhibition, % at 3.39 µM | AID 492953 | hit rate 1.2% among 340,000 | recombinant PAFAH1B2, FP-rhodamine activity probe, fluorescence polarization;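 active = inhibition above the mean of all tested compounds plus 3 SD, cut at about 24% in these data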;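 note: 0% = enzyme with DMSO and 100% = wells lacking PAFAH1B2; many of its hits are not listed in these tables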
LYPLA1 inh = blocks human lysophospholipase 1, a PME1 counter-screen; recombinant LYPLA1, FP-Rh probe fluorescence polarization; O75608; inhibition, % at 5.9 µM; hit rate 0.16% among 320,000; AID 2174;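 active = inhibition above the mean of all tested compounds plus 3 SD, set per campaign, cut at about 14% in these data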;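 note: inhibitors block serine hydrolase probe labeling of LYPLA1 so polarization falls; 0% = enzyme with DMSO and 100% = wells lacking LYPLA1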
PAFAH1B3 FP inh = blocks human PAF acetylhydrolase 1B catalytic subunit 3; Q15102; hit rate 0.28% among 340,000; recombinant PAFAH1B3, FP-rhodamine probe, fluorescence polarization; inhibition, % at 3.39 µM;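 active = inhibition above the screen-wide average of all tested compounds plus 3 SD, cut at about 25% in these data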;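 note: 0% = enzyme with DMSO only and 100% = wells lacking PAFAH1B3 protein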
PAFAH2 FP inh = PAFAH2 (human) inhibition; recombinant PAFAH2, FP-rhodamine activity probe, fluorescence polarization; inhibition, % at 3.39 µM; hit rate 0.99% among 340,000; AID 492956;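 active = inhibition above the mean over all tested compounds plus 3 SD, cut at about 30% in these data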;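 note: inhibitors block probe labeling of enzyme so polarization drops; 0% = enzyme with DMSO and 100% = wells lacking PAFAH2 protein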
PAD4 inh = inhibitors of human PAD4; AID 485272; hit rate 0.41% among 330,000; Q9UM07; inhibition, % at 6.36 µM; recombinant PAD4, RCA probe fluorescence polarization;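 active = percent inhibition above a cutoff equal to the mean of all tested compounds plus 3 SD, cut at about 15% in these data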;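 note: 0% = PAD4 with RCA probe and DMSO and 100% = probe without PAD4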
LYPLA2 counter = counter-screen for PME1 inhibitors: inhibitors of human LYPLA2; hit rate 0.38% among 320,000; recombinant LYPLA2, FP-Rh probe fluorescence polarization; inhibition, % at 5.9 µM;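 active = inhibition above the screen-wide mean plus 3 SD, limit set per campaign, cut at about 26% in these data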;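 note: 0% = LYPLA2 with DMSO and 100% = wells lacking LYPLA2 enzyme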
Target sequence (O95372 whole entry, looked up): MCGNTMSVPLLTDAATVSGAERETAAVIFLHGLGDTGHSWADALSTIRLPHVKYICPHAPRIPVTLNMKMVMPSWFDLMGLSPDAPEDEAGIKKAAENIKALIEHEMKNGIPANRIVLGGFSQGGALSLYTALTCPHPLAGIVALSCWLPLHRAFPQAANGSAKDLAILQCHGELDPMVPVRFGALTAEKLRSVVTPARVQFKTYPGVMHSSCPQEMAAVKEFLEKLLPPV
GSTO1 inh = blocks human GSTO1 in RBBP9 counter-screen. hit rate 1.1% among 300,000. recombinant GSTO1, activity-based probe fluorescence polarization. inhibition, % at 5.96 µM;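 active = inhibition above the campaign mean inhibition plus 3 SD, cut at about 35% in these data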;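 note: 0% = GSTO1-1 with DMSO and 100% = wells lacking GSTO1-1 enzyme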
PREPL inhibitor = inhibits the human prolyl oligopeptidase-like enzyme. Q4J6C6. recombinant PREPL, fluorescence polarization activity-based probe. inhibition, % at 5.96 µM. hit rate 0.68% among 320,000. AID 2751; in the data active = inhibition above about 43%;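 note: 0% = enzyme with DMSO and 100% = wells lacking enzyme; many of its hits are not listed in these tables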
Target sequence (Q4J6C6 whole entry, looked up): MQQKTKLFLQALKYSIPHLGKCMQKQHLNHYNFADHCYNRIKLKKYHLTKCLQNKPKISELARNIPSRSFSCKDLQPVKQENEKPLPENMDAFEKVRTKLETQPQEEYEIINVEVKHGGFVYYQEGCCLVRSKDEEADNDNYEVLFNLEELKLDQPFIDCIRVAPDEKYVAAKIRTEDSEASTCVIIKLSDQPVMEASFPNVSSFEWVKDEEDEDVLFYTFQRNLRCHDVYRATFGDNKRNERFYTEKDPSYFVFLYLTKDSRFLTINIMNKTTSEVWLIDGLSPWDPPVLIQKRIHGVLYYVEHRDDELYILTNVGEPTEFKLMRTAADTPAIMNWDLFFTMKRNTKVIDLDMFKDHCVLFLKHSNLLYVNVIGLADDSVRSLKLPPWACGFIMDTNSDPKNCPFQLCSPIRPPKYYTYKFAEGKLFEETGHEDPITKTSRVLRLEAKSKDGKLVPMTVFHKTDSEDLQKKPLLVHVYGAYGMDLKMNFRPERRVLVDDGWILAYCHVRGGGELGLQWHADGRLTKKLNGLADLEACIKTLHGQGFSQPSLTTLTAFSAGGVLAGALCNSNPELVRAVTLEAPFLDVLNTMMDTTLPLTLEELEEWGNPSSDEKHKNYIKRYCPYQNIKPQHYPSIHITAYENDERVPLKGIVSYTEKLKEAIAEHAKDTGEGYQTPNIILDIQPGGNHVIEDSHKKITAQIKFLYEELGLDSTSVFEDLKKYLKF
pPAFAH inh = inhibitors of human plasma PAF acetylhydrolase (pPAFAH); Q13093; recombinant pPAFAH, FP-rhodamine probe fluorescence polarization; inhibition, % at 3.39 µM; hit rate 1.5% among 330,000;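 active = inhibition above the mean inhibition across the screen plus 3 SD, cut at about 25% in these data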;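 note: inhibitors block binding of the rhodamine activity-based probe so polarization drops; 0% = enzyme with DMSO and 100% = wells lacking pPAFAH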
Starred values were filed as active, the others as inactive; . = no result given; & = joins results of further samples. A portion of the library; the hit share may differ from the screen's.

SMILES | PAFAH1B2 inh | LYPLA1 inh | PAFAH1B3 FP inh | PAFAH2 FP inh | PAD4 inh | LYPLA2 counter | GSTO1 inh | PREPL inhibitor | pPAFAH inh
CCN1CCN(c2ncnc3sc(C)c(-c4ccccc4)c23)CC1 | 5.0 | -0.1 | 1.2 | 6.8 | -4.3 | -3.2 | 1.2 | -2.7 | 1.0
Cc1ccc(-n2ncc(C(=O)Nc3cc(Cl)ccc3Cl)c2C2CCNCC2)cc1 | 0.7 | -0.3 | 7.8 | -0.5 | 0.1 | 3.3 | 7.0 | 2.3 | -4.2
CC(=O)OC1CC2(C)C(=O)CCC2C2CCc3cc(O)ccc3C12 (centres undefined) | 1.4 | 2.7 | 9.3 | 7.9 | -8.0 | 2.9 | -5.3 | 16.5 | 1.6
Cc1nn2c(N3CCN(C)CC3)cc(C(C)(C)C)nc2c1-c1ccccc1 | 3.7 | -0.1 | 1.4 | 2.0 | -0.8 | 0.5 | 15.9 | 21.4 | 3.5
C=CCSc1nc(Cc2ccc(Cl)cc2)nc2ccccc12 | -1.8 | -1.9 | 1.8 | -0.6 | 6.5 | -1.5 | -5.1 | -7.4 | 1.7
CCCCC[C@H]1CN(C2CCCCC2)C(=O)[C@@H]1CC(=O)NCc1ccc(OC)cc1 | -0.7 | -1.0 | 8.5 | 3.4 | -0.6 | -3.9 | 2.8 | 8.0 | 5.3
COc1ccc(CN(C(=O)c2ccc3c(c2)OCCO3)C(C(=O)NC2CCCCC2)c2ccc3ncccc3c2)cc1 (centres undefined) | -7.3 | -1.8 | 9.4 | 4.7 | 1.4 | 1.2 | 9.8 | 21.6 | -1.6
COc1ccc(S(=O)(=O)n2oc(=O)cc2-c2ccccc2)cc1 | 0.9 | 0.6 | -3.3 | 11.6 | 0.9 | -5.1 | -1.5 | -2.6 | -0.5
Cc1cccn2cc(-c3ccc4c(c3)NC(=O)CO4)nc12 | 1.9 | 2.9 | 6.7 | 7.6 | -6.6 | -0.3 | -6.1 | 6.6 | 4.3
NS(=O)(=O)c1cc2c(cc1Cl)NC=NS2(=O)=O | -1.0 | 4.4 | 1.0 | -0.7 | 2.4 | 0.0 | -1.1 | 14.3 | 4.5
COC(=O)C(NC(=O)C(CC(C)C)NC(=O)C1CCC(C)CC1)C(C)C (centres undefined) | 0.9 | -0.5 | 7.0 | -2.0 | -3.1 | 5.8 | 1.9 | 1.0 | 3.0
Cc1cc(-c2ccc(C(C)C)c(S(=O)(=O)Nc3ccccn3)c2)on1 | 3.6 | -2.0 | -1.5 | 6.4 | -1.1 | -5.7 | -2.8 | -1.4 | -1.8
CS(=O)(=O)Nc1ccccc1C(=O)NC1CC2CCC1C2 (centres undefined) | 4.5 | 0.1 | -0.2 | -1.4 | -4.8 | -6.9 | -1.4 | 14.5 | 1.3
COc1ccc(C2NC(=O)NC(C)=C2C(C)=O)cc1 (centres undefined) | -1.6 | 0.8 | 0.9 | 4.0 | -9.8 | -0.8 | 3.3 | 9.3 | 2.8
COc1ccc(-c2nc3ccccc3n2OCC(=O)O)cc1 | 0.6 | 0.8 | -6.9 | 0.8 | -5.5 | -2.1 | -3.0 | -16.1 | 3.5
CCOC(=O)N1CCN(C(=O)CSc2nc3c([nH]c4ccccc43)c(=O)n2CCOC)CC1 | -2.1 | 1.8 | -4.9 | 0.6 | -0.1 | -1.1 | -0.2 | -9.7 | 9.7
COc1ccc(N2CCN(C(=O)Cn3nnc(-c4ccc(OC)c(OC)c4)n3)CC2)cc1 | 0.0 | 1.9 | -2.5 | 0.4 | -1.1 | 7.4 | 1.0 | 13.5 | 14.0
COc1ccccc1NC(=O)Cn1cc(C(=O)c2ccco2)c2ccccc21 | 0.2 | -1.0 | 3.8 | -4.5 | -1.8 | 3.5 | -0.4 | -3.5 | 5.7
CC1=[N+]([O-])C(C)(C)N(O)C1(C)C | 1.0 | 1.7 | -3.9 | -2.5 | -3.9 | -1.2 | -1.4 | -2.1 | 5.3
Cn1cccc1/C=N/NC(=O)c1sc2cc(Cl)ccc2c1Cl | . | -3.3 | . | . | -0.3 | -5.8 | 1.5 | -0.2 | -1.4
COc1cc2[nH]c(=O)n(CCCCCC(=O)NCCc3c[nH]c4ccccc34)c(=O)c2cc1OC | 0.8 | 1.0 | 1.6 | -2.8 | 3.5 | 1.4 | -4.8 | 13.3 | 3.1
Cc1cc(OC(=O)c2c(C)cc(O)cc2O)cc(O)c1C(=O)O | 3.5 | 4.7 | 5.1 | -3.0 | 7.5 | 4.7 | 4.9 | 7.8 | 3.3
CC(C)(C)c1ccc(NC(=O)N2CCCN(c3ccc([N+](=O)[O-])cn3)CC2)cc1 | 25.4* | -2.5 | 1.3 | 3.7 | -2.6 | -3.3 | 0.2 | -7.6 | 6.0
O=C(C/C=N\OCc1ccc(Cl)cc1Cl)Nc1ccccc1 | 6.2 | -2.7 | 1.1 | -3.6 | -5.9 | 1.7 | -0.1 | -29.7 | 7.9
COc1ccc2oc(=O)c(/C(C)=N/NC(=O)c3ccncc3)cc2c1 | 4.4 | -1.2 | 10.0 | 3.1 | -7.5 | 8.6 | 14.4 | -9.7 | -4.8

Structures listed above marked active in PAFAH1B2 inh.
Molecule	PAFAH1B2 inh	PAFAH1B3 FP inh	PAFAH2 FP inh	PAD4 inh	PREPL inhibitor	pPAFAH inh
CC(C)(C)c1ccc(NC(=O)N2CCCN(c3ccc([N+](=O)[O-])cn3)CC2)cc1	25.4*	1.3	3.7	-2.6	-7.6	6.0

Additional structures:
SMILES | PAFAH1B2 inh | LYPLA1 inh | PAFAH1B3 FP inh | PAFAH2 FP inh | PAD4 inh | LYPLA2 counter | GSTO1 inh | PREPL inhibitor | pPAFAH inh
O=C(N=C1SC2CS(=O)(=O)CC2N1c1ccc(Cl)cc1Cl)C1CC1 (centres undefined) | 0.4 | -0.4 | 5.3 | -11.0 | -0.8 | 3.9 | 5.9 | -7.8 | 1.6
CCn1nc(C(=O)O)c(=O)c2cc3c(cc21)OCO3 | 0.6 | 0.2 | 6.6 | -6.9 | -1.7 | -0.5 | 2.6 | 3.2 | 2.3
CC[C@@]12C(=O)N(c3cccc(F)c3)C(=O)N1[C@H](c1ccc(Br)cc1)[C@@H]1C(=O)N(C(C)(C)C)C(=O)[C@@H]12 | 6.5 | -1.5 | 5.5 | -4.7 | 2.4 | -3.1 | -0.9 | -7.2 | 3.1
COc1cc(/C=C/C(=O)OCC(=O)Nc2ccc(S(N)(=O)=O)cc2)ccc1O | -1.1 | 0.0 | 3.5 | -2.5 | -1.0 | 2.1 | -0.8 | -1.3 | 4.3
CSCCOC(=O)C1=C(C)Nc2ccc(C)cc2S1 | 3.9 | -1.4 | 2.7 | 5.7 | 3.8 | 4.7 | 4.9 | 0.8 | 2.8
Cc1c(CCC(C)C)c(-n2ccnc2C)n2c(nc3ccccc32)c1C#N | 8.1 | -2.5 | 1.2 | -4.6 | 1.0 | -3.6 | 1.6 | 0.4 | 2.5
Cc1ccc(-c2nnn(CC(=O)N3CCCc4ccccc43)n2)cc1 | -2.2 | -1.7 | -0.3 | -12.1 | -0.3 | 3.2 | -2.6 | 4.2 | 0.1
Clc1ccc(Cn2ncc3c(NCCN4CCOCC4)ncnc32)cc1 | 10.1 | 1.9 | 7.2 | -8.0 | -2.0 | -1.0 | -4.6 | 6.7 | -1.3
Cc1ccc(C(=O)NNC(=O)c2cccc(Br)c2)cc1 | 6.0 | -1.7 | 5.9 | 3.9 | -3.8 | -2.7 | 1.5 | -3.2 | 0.3
Cc1cccc(C)c1NC(=O)CSc1nc2c([nH]1)c(=O)n(C)c(=O)n2C | -3.2 | -1.0 | -1.0 | 9.9 | -3.9 | 2.0 | -1.3 | -1.3 | 1.6
O=C(O)CC(NC(=O)COc1ccc(Cl)cc1Cl)C(=O)O (centres undefined) | 2.6 | -0.3 | 1.5 | -8.5 | 1.4 | -4.6 | 1.1 | 0.2 | -7.5
Cn1cccc1Cc1nnc(SCC(=O)N2CCCCCC2)n1CCc1ccccc1 | 5.1 | 1.6 | 4.6 | 2.5 | -1.9 | -4.0 | 1.3 | 4.4 | 1.4
CCCCOc1ccc(C(O)(CCN2CCOCC2)c2ccccc2)cc1 (centres undefined) | 5.9 | -0.9 | 5.5 | 0.9 | -0.2 | -5.6 | -1.7 | 2.1 | 4.2
Cn1c(=O)c2c(nc(SCC(=O)NCc3ccc4c(c3)OCO4)n2Cc2ccc(Cl)cc2)n(C)c1=O | 4.8 | 1.1 | 8.8 | 0.9 | 4.3 | -2.6 | 4.3 | -12.7 | 2.6
CCC(=O)Nc1ccc(C(=O)CN2CCC(C)CC2)cc1 | . | 1.1 | . | . | -0.5 | 3.7 | -0.3 | 9.8 | -1.1
C[C@@H]1NC(=O)c2cc([N+](=O)[O-])cc(I)c2NCCCC[C@@H](C(N)=O)NC(=O)[C@H](CCC(=O)O)NC1=O | -0.5 | 0.4 | -3.2 | 6.2 | 0.4 | -1.4 | -4.0 | 17.4 | 0.2
CCc1cc(SC#N)cc(CC)c1NC(=O)CCl | 1.0 | 3.1 | 6.5 | 1.2 | 16.0* | 2.1 | 71.1* | -5.3 | -1.7
CCCNC(=O)NNC(=O)c1cc(-c2ccc3c(c2)OCO3)nc2ccccc12 | 5.1 | -4.6 | 15.3 | -1.7 | 0.2 | -1.7 | -4.7 | -13.3 | 4.7
COc1cc(NC(=S)N2CCN(C)CC2)cc(OC)c1 | 2.2 | 1.4 | 0.4 | -4.9 | -3.1 | -1.7 | -4.8 | 6.9 | -5.8
O=C(CCCCN1CCCCC1)c1ccccc1 | -1.2 | 0.2 | 6.0 | 3.9 | 0.4 | 7.4 | -3.5 | -10.1 | 4.3
CC(=O)c1sc(NC(=O)COc2ccc(Cl)cc2C)nc1C | 4.0 | -2.8 | -3.0 | -2.7 | -1.7 | 1.0 | -1.3 | -0.7 | 2.6
Cn1c(=O)c(C(=O)Nc2ncccn2)c(O)c2ccccc21 | 2.1 | 2.4 | 1.3 | -2.2 | -5.5 | -0.1 | -3.5 | -1.1 | 1.2
O=C(O)c1cccc(CSc2ncn[nH]2)c1 | 0.0 | -0.5 | 1.8 | 2.4 | -0.9 | 8.0 | 13.2 | -7.3 | 4.6
COc1ccc(OC)c(C2/C(=C(\O)c3ccc4c(c3)OCCO4)C(=O)C(=O)N2CC2CCCO2)c1 (centres undefined) | 4.2 | -2.9 | 9.8 | 0.1 | -12.7 | 6.6 | 16.5 | 7.7 | 1.9
CCc1cc(Cl)c(OC)c(C(=O)NC[C@@H]2CCCN2CC)c1O | 6.9&-0.9 | -0.1 | 4.6&19.4 | -6.3&3.7 | -3.0 | 0.6 | 4.6 | 3.5 | 0.3
COCC(C)NC(=O)c1cccc([N+](=O)[O-])c1 (centres undefined) | 5.6 | -2.4 | 6.2 | 6.2 | -0.5 | -4.3 | -3.9 | 7.2 | -8.2
CN1CC(=O)N(CC(=O)Nc2ccc(Cl)c(C(F)(F)F)c2)C1=O | -0.3 | -0.8 | 9.8 | -9.1 | -3.8 | 0.2 | 6.6 | -8.0 | 6.1
O=S(=O)(NC1CCCCCC1)c1ccc(Br)s1 | 20.7 | -2.6 | 13.2 | -1.4 | -1.8 | 2.2 | 0.2 | -12.1 | 16.7
Cc1ccc(C(=O)COC(=O)c2ccc3c(c2)C(=O)N(c2cccc4ncccc24)C3=O)cc1 | 1.9 | -0.1 | -0.3 | 3.5 | -1.9 | 17.7 | 14.0 | 3.3 | -3.5
CC(Nc1cc(N2CCN(S(C)(=O)=O)CC2)ccc1[N+](=O)[O-])c1ccccc1 (centres undefined) | 10.2 | 1.8 | 3.3 | 5.3 | -1.8 | 7.3 | 1.4 | -4.6 | 1.8
